CD40 NFkB inh – CD40 pathway inhibition in BL2 cells. BL2 NF-kB luciferase reporter, CD40L-induced, 4 h. inhibition, % at 10 µM. hit rate 0.94% among 83,000;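 active = mean inhibition of at least 50% with a set share of replicates also reaching that level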;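 note: 0% = neutral control wells and 100% = IKK inhibitor VII at 50 µM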
* = called active by the depositor; & = joins results of further samples; [ ] = remark or other dose.

CD40 NFkB inh	Molecule
-21	O=C(Nc1ccccn1)c1c(O)c2cccc3c2n(c1=O)CCC3
7[25 µM]	Cc1ccccc1S(=O)(=O)N1CCCCN2[C@H](CO)[C@@H](c3ccc(-c4cccc(F)c4)cc3)[C@H]2C1
5	C/C=C/c1ccc([C@H]2[C@@H](C#N)N(C(=O)NC3CCCC3)[C@H]2CO)cc1
6	CCOC(=O)N1CCC(N2CCN(C3CCCC3)C(CCO)C2)CC1 (stereo unspecified)
13	COC(=O)c1c(-c2snnc2C)n[nH]c1C
-11	Cc1ccc(C(O)c2ncc(-c3ccc4ccccc4c3)[nH]2)c(C)c1 (stereo unspecified)
-12[25 µM]	C[C@@H](NC(=O)[C@H]1N[C@H]2c3ccc(-c4cccnc4)c(=O)n3C[C@H]2[C@@H]1CO)c1ccccc1
23	COc1cc2ncnc(NCc3ccco3)c2cc1OC
6	CC(C)(CO)CN1CCC(n2nccc2NC(=O)C2CCCC2)CC1
7	CCCCN(C)CCOc1ccccc1OCC
3	O=S(=O)(c1ccc(SCc2c(F)cccc2Cl)nc1)N1CCCC1
-5[25 µM]	O=C(C[C@@H]1CC[C@@H](NC(=O)C2CCOCC2)[C@H](CO)O1)NCC1CCCCC1
5	CCCCn1c(C)cc2cc(O)ccc21
2	CC(C)NC(=O)/C(C#N)=C\c1ccc(N(C)C)o1
-23	COc1ccccc1N(CC(=O)Nc1ccccc1)S(=O)(=O)c1cccs1
-3	C[C@H](CO)N1C[C@H](C)[C@H](CN(C)Cc2ccccc2)OCc2cnnn2CCCC1=O
0	CCC1Cc2c(nc(N)c3c(N)nc(N4CCCCC4)c(C#N)c23)O1 (stereo unspecified)
-10	COc1cccc(NC(=O)c2cccc(S(=O)(=O)N3CCN(Cc4ccccc4)CC3)c2)c1
13	CCOC(=O)c1cc(CNC(=O)c2c(C)oc3c2CCCC3)c(C)o1
4	CC(=O)N1CCN(S(=O)(=O)c2cccc(C(=O)NNC(=O)COc3ccc(F)cc3)c2)CC1
12	CCCN1C(=O)c2ccccc2NC1c1ccc(OC)cc1OC (stereo unspecified)
4	O=c1[nH]c(SCc2cccc(Cl)c2)nc2ccccc12
-2	CC(C(=O)O/N=C(\N)c1cccnc1)c1ccc([N+](=O)[O-])cc1 (stereo unspecified)
2	COCCN(C(=O)COC(=O)c1cc(C)n(-c2ccccc2)c1C)c1c(N)n(Cc2ccccc2)c(=O)[nH]c1=O
15	CCN(CC)C(=O)Cc1cc(C(=O)O)c2ccccc2n1
-4[25 µM]	COc1ccc2c3c([nH]c2c1)[C@@H](CO)N(C(=O)c1ccccn1)CC31CN(C(=O)C2CCC2)C1
-15[25 µM]	COc1ccc(S(=O)(=O)N(C)C[C@@H]2Oc3ccc(NC(=O)CCN4CCOCC4)cc3CC(=O)N([C@@H](C)CO)C[C@@H]2C)cc1
-9	O=C(Nc1ccc(C(=O)OC2CCCCC2)cc1)c1ccncc1
13[25 µM]	CN1C[C@@H]2[C@H](c3ccccc31)[C@H](CO)N2C(=O)Nc1ccccc1Cl
9	CCCCn1nc(C(=O)NCC2COc3ccccc3O2)c2ccccc2c1=O (stereo unspecified)
7	c1ccc(Cc2nnc3sc(-c4ccncc4)nn23)cc1
0	COc1ccccc1NS(=O)(=O)c1ccc(N2CCOCC2)c(N)c1
5	CCC(=O)N1[C@H](CN(C)C(C)=O)[C@@H](c2ccc(C3=CCCCC3)cc2)[C@@H]1CO
8	O=C(Cn1cnnn1)NCCc1ccc(Cl)cc1Cl
-12[25 µM]	C[C@@H]1CN([C@@H](C)CO)C(=O)c2cccc(NC(=O)C3CCCCC3)c2O[C@H]1CN(C)S(C)(=O)=O
-5	CCc1cc(C(=O)c2ccc(OC)cc2)c(NC(=O)CN2CCN(C)CC2)s1
9[25 µM]	Cn1cnc(S(=O)(=O)N2CCCCN3[C@H](CO)[C@@H](c4ccc(C#CC5CCCC5)cc4)[C@H]3C2)c1
2	Cc1ccc(C)c(S(=O)(=O)N2CCN(C(=O)c3cccnc3)CC2)c1
1	CN(CC(=O)N1CCN(c2ccccc2)CC1)C1CCCc2ccccc21 (stereo unspecified)
3[25 µM]	CCCN1[C@@H]2c3ccc(-c4ccccc4)c(=O)n3C[C@@H]2[C@@H](CO)[C@@H]1C(=O)N1CCOCC1
-13	Nc1c(C(=O)Nc2ccccc2)sc2nc(N3CCOCC3)c3c(c12)CCCC3
7	O=S(=O)(c1ccc(OCC(O)CNCc2ccco2)c(Cl)c1)N1CCOCC1 (stereo unspecified)
-6[25 µM]	O=C(c1cccc(F)c1)N1CC(=O)N2[C@H](CO)[C@@H](c3ccc(/C=C/c4ccccc4)cc3)[C@H]2C1
1	COC(=O)CSC(=S)N1CCCC(C)C1 (stereo unspecified)
2	O=C(NNC(=O)c1sccc1-n1cccc1)c1cccs1
-54	CCCOc1ccc(C(=O)CCC(=O)OC(C)C(=O)Nc2ccc(NC(C)=O)cc2)cc1 (stereo unspecified)
0	CCOc1ccc(NC(=O)CN(C)C(=O)c2n[nH]c(=O)c3ccccc23)cc1OCC
-7	Cc1ccccc1-c1nnc(CS(=O)(=O)c2ccccc2)o1
6	CN(C)S(=O)(=O)c1cccc2nsnc12
-10	COc1cc(C#N)ccc1OCC(=O)c1ccc2c(c1)OCCO2

Sorted by number of heavy atoms (largest number first): some entries from above
CD40 NFkB inh	Molecule
-10	COc1cccc(NC(=O)c2cccc(S(=O)(=O)N3CCN(Cc4ccccc4)CC3)c2)c1
-5	CCc1cc(C(=O)c2ccc(OC)cc2)c(NC(=O)CN2CCN(C)CC2)s1
6	CCOC(=O)N1CCC(N2CCN(C3CCCC3)C(CCO)C2)CC1 (stereo unspecified)
-7	Cc1ccccc1-c1nnc(CS(=O)(=O)c2ccccc2)o1
15	CCN(CC)C(=O)Cc1cc(C(=O)O)c2ccccc2n1
2	CC(C)NC(=O)/C(C#N)=C\c1ccc(N(C)C)o1

Remaining list, next part.
CD40 NFkB inh	Molecule
2	COc1ccc(C2C3=C(COC3=O)Oc3cc4c(cc32)OCO4)cc1OC (stereo unspecified)
17	FC(F)(F)c1nnc2ccc(-n3ccnc3)nn12
43	CCCn1c(C)cc(C(=O)COc2ccc(C)nc2[N+](=O)[O-])c1C
-21&-40[25 µM]	Fc1ccc(-c2ccc(C3[C@@H]4CN(Cc5nccs5)C[C@H]3N4)cc2)cc1 (stereo partly specified)
-35	O=C(C=Cc1cccs1)c1cccs1
4	CCc1ccccc1NC(=O)CN1CCN(C(=O)c2cc(C3CC3)nn2-c2ccccc2)CC1
6	Cn1c(=O)c2c(nc(N3CCc4ccccc4C3)n2C)n(C)c1=O
8	O=C(Nc1nnc(Cc2ccccc2)s1)C1CCN(C(=O)c2ccco2)CC1
6	CCOC(=O)c1c(C)n(C)c2ccc(OC)c([N+](=O)[O-])c12
1	CCOC(=O)c1sc(NC(=O)CC)nc1C
1	O=C(C1Cc2ccccc2CN1C(=O)c1ccco1)N1CCN(c2ccccc2)CC1 (stereo unspecified)
5	COc1ccccc1CCC(=O)OCC(=O)NCc1ccc(OC)c(OC)c1
0	CC(C)Oc1ccc(NC(=O)CCC(=O)O)cc1
-13	CC(C)CCN(C(=O)c1cn2ccccc2n1)c1c(N)n(Cc2ccccc2)c(=O)[nH]c1=O
14	C[C@@H]1CN([C@H](C)CO)C(=O)CCCn2nncc2CO[C@@H]1CN(C)S(=O)(=O)c1ccc(Oc2ccccc2)cc1
32[25 µM]	COc1cccc(CN2CC3(C2)CN(C(=O)C2CC2)[C@H](CO)c2[nH]c4cc(OC)ccc4c23)c1
17[25 µM]	COc1cccc(-c2ccc3c(c2)[C@H]2[C@H](CCN2C(=O)c2ccccc2F)[C@@H](CO)N3C)c1
2	COc1ccccc1N1CCN(C(=O)c2cc3sccc3n2C)CC1
1	COc1ccc(-c2nnc(NC(=O)Cc3ccccc3)s2)c(OC)c1
-3[25 µM]	COc1cccc(NC(=O)N2C[C@H](O)COC[C@H]3O[C@@H](CC(=O)N(C)C)CC[C@@H]32)c1
10	COc1ccc2c(c1)SCCC2=O
-18	COc1ccc(-c2ccc3c(c2)[C@@H]2[C@@H](CCN2C(=O)C2CC2)[C@@H](CO)N3C)cc1
4	CCC(C)(NC(=O)CNC(C)=O)C(=O)NC1CCCCC1 (stereo unspecified)
1[25 µM]	COc1cccc(S(=O)(=O)Nc2ccc3c(c2)[C@@H]2C[C@@H](CC(=O)NCc4ccccc4F)O[C@@H](CO)[C@@H]2O3)c1
-3	O=C(NC1CCCC1)N1CCCCN2[C@H](CO)[C@H](c3ccc(/C=C/c4ccccc4)cc3)[C@H]2C1

Four of the compounds above, as labelled records:
structure: COc1ccccc1N1CCN(C(=O)c2cc3sccc3n2C)CC1
  CD40 NFkB inh: 2

structure: COc1ccc(-c2nnc(NC(=O)Cc3ccccc3)s2)c(OC)c1
  CD40 NFkB inh: 1

structure: COc1cccc(NC(=O)N2C[C@H](O)COC[C@H]3O[C@@H](CC(=O)N(C)C)CC[C@@H]32)c1
  CD40 NFkB inh: -3[25 µM]

structure: COc1ccc2c(c1)SCCC2=O
  CD40 NFkB inh: 10

New compounds follow.
CD40 NFkB inh	Molecule
8	CC(C)Cn1c(N)c(C(=O)CSc2nnc(-c3ccco3)n2C)c(=O)n(C)c1=O
-13[25 µM]	OC[C@H]1Nc2ccc(-c3ccccc3)cc2[C@@H]2[C@H]1CCN2Cc1ccccc1F
9	CC(OC(=O)Cc1ccccc1[N+](=O)[O-])C(=O)Nc1ccc(Cl)cn1 (stereo unspecified)
4	CC(=C1C(=O)c2ccccc2C1=O)N1CCN(Cc2ccccc2)CC1
4[25 µM]	COc1ccc(NC(=O)N2CCCCN3[C@H](CO)[C@@H](c4ccc(-c5ccccc5F)cc4)[C@@H]3C2)cc1
10	COc1cc(NC(=O)COC(C)=O)c(C)cc1[N+](=O)[O-]
-1	CCCN(C(=O)COC(=O)CNS(=O)(=O)c1ccc(NC(C)=O)cc1)C1CCS(=O)(=O)C1 (stereo unspecified)
-6	Cc1cc(NC(=O)COC(=O)c2c(C)nn(-c3ccccc3)c2C)no1
4	CCS(=O)(=O)NCCc1csc(C)n1
5	CCC(C)NC(=O)Nc1ccccc1C (stereo unspecified)
-4	COc1ccccc1OCCn1cc(/C=N/NC(N)=S)c2ccccc21
6	COc1ccc(CCNC(=O)COc2ccc3c(C)cc(=O)oc3c2)cc1
2	CN1CCN(C(=O)c2cn(-c3ccccc3)nc2-c2cccs2)CC1
-4[25 µM]	Cc1ccc(S(=O)(=O)N(C)C[C@H]2OCCCC[C@H](C)Oc3ccc(NC(=O)c4ccncc4)cc3C(=O)N([C@H](C)CO)C[C@H]2C)cc1
-2	COc1ccc(C#Cc2ccc3c(c2)[C@@H]2[C@@H](CCN2C(=O)C2CCC2)[C@@H](CO)N3)cc1
6[25 µM]	CCCNC[C@H]1[C@@H](c2ccc(-c3cccc(C#N)c3)cc2)[C@@H](CO)N1C(C)=O
5	COc1ccc(NC(=O)CN(C)C(=O)C2CC(=O)N(c3cccc4ccccc34)C2)cc1 (stereo unspecified)
3	CCOc1ccc(C(=O)CCN2CCOCC2)cc1
12	CC(=O)N(C)C[C@H]1Oc2ccc(N(C)C)cc2C(=O)N(C)C[C@@H]1C
-8	CCCC1=[N+](CC)CCn2c(C)ccc21
4	CCCNC(=O)C1(C)CCN(Cc2csc(-c3ccc(Cl)cc3)n2)C1 (stereo unspecified)
-20	O=C(Nc1nnc(Cc2ccccc2)s1)c1ccccc1
14	CCN1CCN(Cc2ccc(OC)c(OCc3ccccc3)c2)CC1
1	C[C@H](CO)N1C[C@H](C)[C@@H](CN(C)Cc2ccc3c(c2)OCCN3C)OCc2ccccc2-c2c(n(C)c3ccccc23)C1=O
-1	CCCNC(=O)Cn1cc(S(=O)(=O)N2CCCC2)c(S(=O)(=O)N2CCCC2)c1
-2	COc1ccc(CCNC(=O)CCNC(=O)c2ccco2)cc1
5	CC(=O)c1ccc(N2CCN(C(=O)c3ccc(-c4ccccc4)cc3)CC2)cc1
6	CCOc1ccc(C(=O)NCC(=O)N2CCN(c3ccc(C(F)(F)F)cn3)CC2)cc1
12	CCOC(=O)c1[nH]c2ccccc2c1NC(C)=O
47[25 µM]	COc1ccc(S(=O)(=O)Nc2ccc3c(c2)C(=O)N([C@H](C)CO)C[C@@H](C)[C@H](CN(C)S(=O)(=O)c2ccc(Cl)cc2)OCCCC[C@@H](C)O3)cc1
-3	C[C@@H]1CN([C@@H](C)CO)C(=O)CCCn2nncc2CO[C@H]1CN(C)C(=O)NC1CCCCC1
3	Cc1ccc2nc(C)c(C)nc2c1N
-4	CCOC(=O)c1c(C)[nH]c(C(=O)OCC(=O)Nc2sc(C(=O)N(C)C)c(C)c2C(=O)OCC)c1C
-11	COc1ccc(C(CNC(=O)c2cc(S(=O)(=O)N3CCCC3)ccc2Cl)N2CCCC2)cc1 (stereo unspecified)
0	c1ccc(C(c2ccccc2)N2CCN(Cc3nc(-c4cnccn4)no3)CC2)cc1
14	CCCCCc1cccnc1
11	COc1ccc(CN2CC(C(=O)NCCCN3CCCCCC3)CC2=O)cc1 (stereo unspecified)
5[25 µM]	C[C@H]1CN([C@@H](C)CO)C(=O)CCCn2nncc2CO[C@H]1CN(C)C(=O)c1ccc2ccn(C)c2c1
-5	O=C(Nc1cccc(C(F)(F)F)c1)C1=CC=CN2CCS(=O)(=O)N=C12
8	COCCNC(=O)CSc1nc2cc(OC)c(OC)cc2c(=O)n1CCc1ccc(S(N)(=O)=O)cc1

Source: PubChem BioAssay

This is a subset; count on the stated rates, not on these rows.
